C diff growth = C. difficile growth inhibition. growth activity, negative = inhibition, % at 16 µg/mL (by protocol). AID 1259249. Clostridium difficile clinical isolate growth, OD600, 24 h; active compounds read low. 0.25% of 86,000 active;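 active means mean growth activity at or below -80% and every replicate also at or below -80%; inconclusive means mean at or below -80% but some replicate above -80%; inactive means mean growth activity above -80%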;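 further: 0% = DMSO wells and -100% = levofloxacin 16 µg/mL wells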
KDM4C inh = KDM4C (human) demethylase inhibition | GST-KDM4C 2-372, H3K9me3 peptide, LANCE TR-FRET | inhibition, % at 12.5 µM | 0.15% of 96,000 active;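 active means mean replicate inhibition above about 25%, with at least 55% of replicates also reaching it, limit read from the data, passing the limit was not always enough; inconclusive means only one of those two conditions met; inactive means neither condition met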
Target sequence (Q9H3R0 2-372 limits assumed): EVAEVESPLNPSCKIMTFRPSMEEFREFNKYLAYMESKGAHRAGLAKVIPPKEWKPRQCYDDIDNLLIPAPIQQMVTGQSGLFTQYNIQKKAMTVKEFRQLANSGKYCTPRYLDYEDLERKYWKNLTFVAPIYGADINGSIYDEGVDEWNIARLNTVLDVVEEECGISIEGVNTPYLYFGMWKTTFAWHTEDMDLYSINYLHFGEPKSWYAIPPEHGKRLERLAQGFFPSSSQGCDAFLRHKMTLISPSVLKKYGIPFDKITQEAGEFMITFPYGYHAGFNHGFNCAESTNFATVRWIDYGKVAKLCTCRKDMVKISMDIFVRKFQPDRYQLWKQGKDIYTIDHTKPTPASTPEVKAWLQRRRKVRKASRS
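Material: GST-tagged GASC-1 (JMJD2C) catalytic fragment, aa 2-372 / Quantity: enzyme final amount 10 nM / Medium: HEPES buffer, pH 7.5, plus ascorbate / Doses: one test concentration per compound / Incubation: 30 min reaction, 60 min detection, RT / Measured by: LANCE TR-FRET / Read-out: inhibition from TR-FRET ratio decrease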
Pf Dd2 growth = blocks growth of Plasmodium falciparum Dd2 parasites; P. falciparum Dd2 growth, SYBR Green, 72 h; active compounds read low; activity change, % at 10 µM; 2.3% of 94,000 active; AID 1159554; in the data active means activity change below about -80%; inconclusive means no clear call, values can overlap the other calls
T cruzi growth = inhibitors of T. cruzi proliferation. T. cruzi beta-gal in NIH3T3, GalScreen luminescence, 90 h. inhibition, % at 8.34 µM. 5.9% of 77,000 active;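 active means mean inhibition above about 93%, with at least 55% of replicates each passing it, limit read from the data, passing the limit was not always enough; inconclusive means only one of those two conditions holds; inactive means neither condition holds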
Active calls of the source: *; ? = inconclusive; . = not tested or not shown; & = joins results of further samples; ! = not active in a repeat.

SMILES	C diff growth	KDM4C inh	Pf Dd2 growth	T cruzi growth
COc1ccc(NC(=O)N(C)C[C@H]2Oc3ccc(N(C)C)cc3C(=O)N([C@@H](C)CO)C[C@H]2C)cc1	1.5	14.7	-1.6	17.0
Cc1noc(C)c1NC(=O)Nc1ccc2c(c1)C(=O)N([C@@H](C)CO)C[C@H](C)[C@@H](CN(C)C(=O)C1CCCCC1)OCCCC[C@@H](C)O2	2.1	0.3	-32.9	-2.3
C[C@@H]1CCCCO[C@H](CN(C)S(=O)(=O)c2ccc(Cl)cc2)[C@@H](C)CN([C@@H](C)CO)C(=O)c2cc(NS(C)(=O)=O)ccc2O1	4.1	-2.4	-48.7	2.1
C[C@H](NC(=O)C[C@H]1CC[C@H](NC(=O)c2cccnc2)[C@@H](CO)O1)c1ccccc1	.	0.2	-5.3	41.3
CCS(=O)(=O)N1CCC2(CC1)CN(C(=O)Nc1c(C)noc1C)[C@H](CO)c1[nH]c3cc(OC)ccc3c12	-0.7	0.0	1.1	.
C[C@@H]1CN([C@H](C)CO)C(=O)c2cc(NC(=O)Cc3ccccc3)ccc2O[C@H]1CN(C)Cc1ccc(C(=O)Nc2ccccc2N)cc1	-6.8	-0.4	-51.4	66.0
C[C@@H]1CN([C@@H](C)CO)C(=O)Cc2cc(NS(=O)(=O)c3ccccc3)ccc2O[C@@H]1CN(C)Cc1ccc2c(c1)OCO2	-10.1	-0.5	5.1	57.3
O=C(Nc1ccccc1F)N1CC(=O)N2[C@@H](CO)[C@H](c3ccc(-c4ccccc4)cc3)[C@@H]2C1	-13.4	0.5	-12.2	.
COCC(=O)Nc1ccc2c(c1)OC[C@H](C)N(Cc1ccncc1)C[C@H](C)[C@@H](OC)CN(C)C2=O	5.6	0.4	-85.0*	.
C[C@H](O)C#Cc1ccc2c(c1)O[C@@H](CN(C)C)[C@@H](C)CN([C@H](C)CO)S2(=O)=O	-1.2	0.3	21.1	3.0
CO[C@@H]1CN(C)C(=O)c2ccc(NC(=O)c3ccno3)cc2OC[C@H](C)NC[C@H]1C	1.4	0.2	16.4	.
COc1cccc(-c2ccc3c(c2)[C@@H]2[C@@H](CCN2S(=O)(=O)c2ccc(F)cc2)[C@@H](CO)N3C)c1	-17.9	-1.8	-20.5	79.7
COc1ccc(S(=O)(=O)N(C)C[C@H]2Oc3c(NC(=O)CCCCCC(=O)Nc4ccccc4N)cccc3C(=O)N([C@@H](C)CO)C[C@H]2C)cc1	-5.8	12.0	-92.1*	.
C[C@H](CO)N1C[C@H](C)[C@@H](CN(C)C(=O)C2CC2)Oc2ncc(C#CCc3ccccc3)cc2C1=O	.	0.0	-54.4	108.3
C[C@@H]1CCCCO[C@@H](CN(C)Cc2ccncc2)[C@H](C)CN([C@@H](C)CO)C(=O)c2cc(NC(=O)NC3CCCCC3)ccc2O1	-3.3	13.5	22.7	28.5
C[C@@H]1CN([C@H](C)CO)C(=O)c2cccc(NC(=O)c3nc4ccccc4s3)c2O[C@@H]1CN(C)S(=O)(=O)c1ccccc1	-5.1	-3.9	1.7	61.2
COc1cccc(S(=O)(=O)N2C[C@H](O)COC[C@H]3O[C@@H](CC(=O)N4CCOCC4)CC[C@@H]32)c1	.	0.2	0.1	?
C[C@H]1CN([C@@H](C)CO)S(=O)(=O)c2ccc(C#CCN(C)C)cc2O[C@H]1CN(C)S(=O)(=O)c1cccc(F)c1	1.3	1.5	-16.8	.
C[C@@H]1CN([C@@H](C)CO)C(=O)c2cccc(NS(=O)(=O)c3ccccc3)c2O[C@@H]1CN(C)CC1CC1	0.1	0.7	14.0	11.3
C/C=C/c1ccc([C@@H]2[C@H](CO)N(Cc3cncnc3)C23CN(C(=O)CC2CC2)C3)cc1	-12.2	-1.1	-16.6	.
COC(=O)C[C@H]1CC[C@@H]2[C@@H](COc3ccc(NC(=O)c4cc(C)on4)cc3C(=O)N2C)O1	-0.5	1.0	-9.4	26.6
CN(C)C(=O)c1ccc(-c2cccc(-c3nc(C(=O)NC4CCCCC4)cc4c3[C@@H](CCO)N([S@](=O)C(C)(C)C)C4)c2)cc1	.	.	-73.6	72.4
COc1ccc2c3c(n(C)c2c1)[C@@H](CO)N(C(=O)Nc1ccc(F)cc1)CC31CN(C(=O)NC2CCCC2)C1	41.4	-0.7	-66.0	.
C[C@H](CO)N1C[C@H](C)[C@H](CN(C)CC2CC2)Oc2ccc(NC(=O)c3ccncc3)cc2CC1=O	-2.1	-2.4	1.5	-5.5
Cc1noc(C)c1NC(=O)N(C)C[C@@H]1Oc2ccc(NC(=O)Nc3ccc(C(F)(F)F)cc3)cc2CC(=O)N([C@H](C)CO)C[C@H]1C	1.4	1.1	-5.1	14.7
C[C@@H]1CN([C@H](C)CO)S(=O)(=O)c2ccc(/C=C/c3ccccc3)cc2O[C@@H]1CN(C)C(=O)Nc1cc(F)ccc1F	0.9	-0.3	-64.3	.
COc1ccc(CN2C[C@@H](O)COC[C@H]3O[C@@H](CC(=O)NCCN4CCCC4)CC[C@@H]32)cc1	8.7&-3.8	3.2	5.6	-62.1
CC(=O)N(C)C[C@@H]1Oc2cc(C#CC3(O)CCCC3)ccc2S(=O)(=O)N([C@@H](C)CO)C[C@@H]1C	-0.8	-0.8	3.9	2.9
COCC(=O)N1CC2(CCN(S(C)(=O)=O)CC2)c2c(n(C)c3cc(OC)ccc23)[C@@H]1CO	-2.4	-0.8	35.8	.
CN(C)CCCNC(=O)C[C@H]1C=C[C@H](NC(=O)Cc2cccnc2)[C@H](CO)O1	.	0.3	10.4	-1.5
CO[C@H]1CC[C@@H]2CCOc3ccc(C#N)cc3C(=O)N(C)CCCC(=O)N(C)C[C@@H]1O2	-10.0	-0.9	.	0.6
COc1ccc(NC(=O)Nc2ccc3c(c2)CC(=O)N([C@@H](C)CO)C[C@@H](C)[C@H](CN(C)Cc2ccc(C(=O)O)cc2)O3)cc1	-0.2	-0.1	-56.6	6.0
C[C@H]1CN([C@@H](C)CO)C(=O)Cc2cc(NC(=O)Nc3ccc4c(c3)OCO4)ccc2O[C@@H]1CN(C)Cc1ccc(-c2ccccc2)cc1	55.0	0.8	-43.2	55.3
CCCC#Cc1ccc([C@H]2[C@H](CO)N3C(=O)CN(C(=O)NCCC)C[C@@H]23)cc1	-6.4	0.9	-0.4	.
C[C@@H](NC(=O)C[C@@H]1C=C[C@H](NC(=O)c2cccnc2)[C@@H](CO)O1)c1ccccc1	0.8	1.3	-11.4	-11.7
C[C@H](O)C#Cc1cnc2c(c1)C(=O)N([C@H](C)CO)C[C@@H](C)[C@H](CN(C)Cc1ccccn1)O2	-0.3	4.9	5.3	1.5
CS(=O)(=O)Nc1ccc2c(c1)[C@H]1C[C@@H](CC(=O)NCc3ccccc3F)O[C@@H](CO)[C@H]1O2	0.7	-2.9	14.4	18.6
N#Cc1ccc(-c2ccc(C3[C@@H]4CN(C(=O)c5ccncc5)C[C@H]3N4)cc2)cc1 (stereo partly specified)	-8.4&-4.0	38.5*!	-1.9&11.5	.
O=C(Nc1ccc(Cl)c(Cl)c1)N[C@H]1CC[C@@H](CCNC(=O)c2ccc(F)cc2)O[C@@H]1CO	.	-0.8	-15.9	-83.0
C[C@H]1CN([C@@H](C)CO)C(=O)c2ccccc2-c2ccccc2CO[C@@H]1CN(C)S(=O)(=O)c1cccs1	-1.0	2.0	3.3	9.5
C[C@@H]1CCCCO[C@H](CN(C)Cc2ccc(C(=O)O)cc2)[C@@H](C)CN([C@H](C)CO)C(=O)c2cc(NC(=O)Nc3ccccc3)ccc2O1	-1.2	-0.4	31.3	-35.9
C[C@@H]1CN([C@H](C)CO)S(=O)(=O)c2ccc(-c3cncnc3)cc2O[C@@H]1CN(C)C(=O)C1CC1	10.6	-1.8	27.9	31.6
COc1cccc(C(=O)Nc2ccc3c(c2)OC[C@H](C)N(CC2CC2)C[C@H](C)[C@@H](OC)CN(C)C3=O)c1	-1.4	.	14.4	.
C[C@@H]1CN([C@@H](C)CO)S(=O)(=O)c2ccc(-c3ccc(C(=O)N(C)C)cc3)cc2O[C@@H]1CN(C)Cc1ccc2c(c1)OCO2	3.0	-1.0	-47.8	?
COc1ccc(S(=O)(=O)N[C@H]2CC[C@H](CC(=O)O)O[C@@H]2CO)cc1	3.8	-0.4	-4.7	48.8
C[C@H](CO)N1C[C@H](C)[C@H](CN(C)C(=O)Nc2ccc(F)cc2)OCCCC[C@H](C)Oc2ccc(NC(=O)Nc3ccc(F)cc3)cc2C1=O	.	-0.6	12.6	.
CC(C)NC(=O)N(C)C[C@@H]1Oc2ccc(NC(=O)C3CCCCC3)cc2C(=O)N([C@@H](C)CO)C[C@H]1C	0.2	-0.1	16.2	-7.9
CNC[C@H]1OCCCC[C@@H](C)Oc2ccc(NS(=O)(=O)c3ccc(OC)cc3)cc2C(=O)N([C@H](C)CO)C[C@H]1C	-1.8	1.0	-14.2	11.8

Structures shown so far that contain a Cl atom (2):
SMILES	C diff growth	KDM4C inh	Pf Dd2 growth	T cruzi growth
C[C@@H]1CCCCO[C@H](CN(C)S(=O)(=O)c2ccc(Cl)cc2)[C@@H](C)CN([C@@H](C)CO)C(=O)c2cc(NS(C)(=O)=O)ccc2O1	4.1	-2.4	-48.7	2.1
O=C(Nc1ccc(Cl)c(Cl)c1)N[C@H]1CC[C@@H](CCNC(=O)c2ccc(F)cc2)O[C@@H]1CO	.	-0.8	-15.9	-83.0

Carrying on:
SMILES	C diff growth	KDM4C inh	Pf Dd2 growth	T cruzi growth
CN(C)C(=O)C[C@@H]1CC[C@@H](NC(=O)C2CCOCC2)[C@@H](CO)O1	.	-1.4	11.3	-6.8
CC(=O)N(C)C[C@@H]1Oc2ncc(C#CC3(O)CCCC3)cc2C(=O)N([C@@H](C)CO)C[C@H]1C	1.4	-0.2	28.8	40.5
COc1ccc(NC(=O)N(C)C[C@H]2Oc3c(NC(=O)Nc4ccc(F)cc4)cccc3C(=O)N([C@H](C)CO)C[C@@H]2C)cc1	6.9	3.2	14.4	16.3
COc1ccccc1-c1ccc([C@H]2[C@@H](CO)N3CCCCN(C(=O)c4ccncc4)C[C@@H]23)cc1	-1.4	-1.0	20.1	60.5
N#C[C@@H]1[C@H](c2ccc(C3=CCCCC3)cc2)[C@H](CO)N1C(=O)C1CCOCC1	-5.6	0.8	16.2	89.2
Cn1cnc(S(=O)(=O)N2C[C@H](O)COC[C@H]3O[C@H](CC(=O)NCc4cc(F)cc(F)c4)CC[C@@H]32)c1	.	0.4	3.8	-13.6
O=C(N[C@H]1C=C[C@@H](CC(=O)N2CCc3ccccc3C2)O[C@H]1CO)C1CCC1	0.2	-1.7	-14.6	.
CO[C@H]1CN(C)C(=O)c2cc(NC(=O)c3cnccn3)ccc2OC[C@H](C)N(C(=O)C2CC2)C[C@H]1C	1.0	-0.6	-22.3	-12.9
COc1cccc(-c2ccc(C3[C@H]4CNC[C@@H]3N4Cc3ccc(F)cc3)cc2)c1 (stereo partly specified)	-7.2&6.1	0.9&3.6	-51.3&-19.3	.
Cc1noc(C)c1NC(=O)NCC[C@H]1CC[C@H](NC(=O)Nc2cccc(F)c2)[C@@H](CO)O1	7.4	0.3	6.3	9.5
O=C(N[C@@H]1CC[C@H](CCNS(=O)(=O)c2cccc(Cl)c2)O[C@H]1CO)c1ccc(F)cc1	-8.8	0.5	-20.4	49.8
CO[C@H](CN(C)Cc1cc(F)ccc1F)[C@@H](C)CN([C@H](C)CO)S(=O)(=O)c1ccc(Cl)cc1	.	-0.8	-28.4	-33.7
COCC(=O)N1CCC2(CC1)CN[C@@H](CO)c1c2c2ccc(OC)cc2n1C	10.4	0.8	-23.5	.
Cc1noc(C)c1S(=O)(=O)N(C)C[C@H]1Oc2c(NC(=O)c3ccc(-c4nccs4)cc3)cccc2C(=O)N([C@@H](C)CO)C[C@H]1C	.	-2.3	-72.3	66.6
C[C@@H]1CN([C@@H](C)CO)C(=O)c2cc(NC(=O)Nc3ccccc3)ccc2O[C@@H](C)CCCCO[C@@H]1CN(C)C(=O)NC1CCCCC1	-0.6	0.5	-48.2	-12.4
COCC#Cc1cnc2c(c1)C(=O)N([C@H](C)CO)C[C@H](C)[C@@H](CN(C)S(C)(=O)=O)O2	0.8	1.3	25.6	-85.9
CN1CCN(C(=O)C[C@H]2C[C@H]3c4cc(NC(=O)NC5CCCC5)ccc4O[C@H]3[C@H](CO)O2)CC1	-5.6	-2.3	15.9	41.4
NCC[C@@H]1CC[C@H](NC(=O)c2ccccc2F)[C@H](CO)O1	4.9	0.0	-20.7	-5.2
CC(=O)N(C)C[C@H]1Oc2ncc(C#CCC3CCCC3)cc2C(=O)N([C@@H](C)CO)C[C@@H]1C	-10.4	1.5	-5.5	10.3

Grouped by structure, the compounds so far containing a cyano group (3)
SMILES	C diff growth	KDM4C inh	Pf Dd2 growth	T cruzi growth
CO[C@H]1CC[C@@H]2CCOc3ccc(C#N)cc3C(=O)N(C)CCCC(=O)N(C)C[C@@H]1O2	-10.0	-0.9	.	0.6
N#Cc1ccc(-c2ccc(C3[C@@H]4CN(C(=O)c5ccncc5)C[C@H]3N4)cc2)cc1 (stereo partly specified)	-8.4&-4.0	38.5*!	-1.9&11.5	.
N#C[C@@H]1[C@H](c2ccc(C3=CCCCC3)cc2)[C@H](CO)N1C(=O)C1CCOCC1	-5.6	0.8	16.2	89.2

Bioassay records: PubChem, Broad Institute
